PDI inh: PDI (human) enzyme inhibition; 0.052% of 350,000 active; AID 588391; P07237; PDI insulin aggregation turbidity, A650, 90 min; inhibition, % at 10 µM;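 active = mean inhibition across replicates of 30% or more, whatever share of single replicates reach that level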;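 note: absorbance from insulin aggregation driven by PDI reduction with DTT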
Target sequence (P07237 whole entry, looked up): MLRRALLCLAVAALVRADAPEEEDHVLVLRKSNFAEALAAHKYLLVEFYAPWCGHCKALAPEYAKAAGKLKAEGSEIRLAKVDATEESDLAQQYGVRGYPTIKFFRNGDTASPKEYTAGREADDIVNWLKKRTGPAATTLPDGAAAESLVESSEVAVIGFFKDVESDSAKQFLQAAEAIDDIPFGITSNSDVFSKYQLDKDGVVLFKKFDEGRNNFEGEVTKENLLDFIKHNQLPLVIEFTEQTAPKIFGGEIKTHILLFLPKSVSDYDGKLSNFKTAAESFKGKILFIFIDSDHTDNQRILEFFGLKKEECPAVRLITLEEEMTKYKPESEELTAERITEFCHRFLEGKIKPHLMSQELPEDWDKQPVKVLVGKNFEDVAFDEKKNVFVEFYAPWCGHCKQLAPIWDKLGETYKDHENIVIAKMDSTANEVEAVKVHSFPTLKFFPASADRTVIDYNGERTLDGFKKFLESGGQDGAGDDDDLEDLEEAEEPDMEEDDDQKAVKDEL
N-glyco inh: blocks N-linked glycosylation in D54 reporter cells. D54 ERlucT glycosylation luciferase reporter, 24 h; percent of 100 nM tunicamycin response. reporter increase, % at 12.5 µM. 0.23% of 360,000 active. AID 588692;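 active = mean luciferase reporter signal, scaled so untreated is 0 and the glycosylation-blocking control 100, at or above a set limit in every replicate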;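 note: luciferase carries N-glycosylation sites so blocking glycosylation raises the light; 0% = median of neutral control wells and 100% = median of 100 nM tunicamycin wells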
HTR2A ag: agonists of mouse serotonin 5-HT2A receptor (HTR2A). 0.66% of 360,000 active. activation, % at 7.6 µM. P35363. CHO-K1 mHTR2A beta-arrestin complementation, luminescence; percent of 30 µM serotonin response. AID 624169;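 active = activation above a run cutoff, the mean activation of all tested compounds plus 3 SD, cut at about 14% in these data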;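 note: 0% = plate median of compound wells and 100% = 30 µM serotonin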
Vif imaging: HIV Vif inhibition. HEK293T cells, Vif self-association by quenched fluorescence, imaging, 24 h. inhibition, % at 7.49 µM. 0.35% of 340,000 active. AID 602346; in the data active = inhibition above about 50%, passing the limit was not always enough; note: some results filed as inactive read as strong as hits
MC4R antagonist: blocks human MC4R cAMP signaling | P32245 | MC4R-expressing cells, MTII-stimulated cAMP, LANCE TR-FRET | inhibition, % at 6.5 µM | 0.48% of 360,000 active | AID 540295;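 active = inhibition above its plate's cutoff, the mean of tested wells on that plate plus 3 SD, cut at about 29% in these data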;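 note: 0% = Melanotan II alone and 100% = Melanotan II plus saturating MCL0020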
Target sequence (P32245 whole entry, looked up): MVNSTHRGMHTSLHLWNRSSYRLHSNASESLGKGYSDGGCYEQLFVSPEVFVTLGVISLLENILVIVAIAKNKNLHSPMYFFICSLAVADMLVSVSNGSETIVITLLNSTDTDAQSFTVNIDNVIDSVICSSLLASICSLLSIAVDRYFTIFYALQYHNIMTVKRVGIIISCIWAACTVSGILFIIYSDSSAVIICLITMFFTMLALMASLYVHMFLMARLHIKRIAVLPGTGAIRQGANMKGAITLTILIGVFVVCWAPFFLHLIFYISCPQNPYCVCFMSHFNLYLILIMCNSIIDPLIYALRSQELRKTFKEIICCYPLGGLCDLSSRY
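Material: U2OS-MC4R stable cell line | Reagent: Melanotan II challenge after compound preincubation | Doses: One concentration, 6.5 µM nominal | Incubation: 30-min compound preincubation, 1-h Melanotan II challenge, 1-h detection, room temperature | Signal: TR-FRET cAMP assay | Replicates: One well per compound, no replicates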
ABCB6 inh MLPCN: blocks the human ABCB6 transporter. 0.19% of 360,000 active. AID 602162. Q9NP58. fluorescence ratio to DMSO, % at 10 µM. K562-ABCB6 porphyrin accumulation, flow cytometry, 1 h; hits give low values;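 active = fluorescence ratio to DMSO below 75%, the collection mean minus 3 SD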;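 note: signal is porphyrin accumulated inside mitochondria; 100% equals median channel fluorescence of DMSO control wells; lower ratio means ABCB6 inhibition with less porphyrin fluorescence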
CaV13 FRET inh: Primary screen for inhibitors of IQ motif and Ca2+-dependent inactivation inhibitor domain binding in CACNA1D, Förster resonance energy transfer in living cells, … | HEK cells, CFP/YFP FRET ICDI-IQ, plate reader, 10 min; percent FRET-ratio fall versus neutral wells | inhibition, % at 12.3 µM | 0.098% of 340,000 active | AID 743397;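 active = mean replicate inhibition of at least 30% and at least 1% of replicates passing that level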;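 note: 0% = median of the neutral control wells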
aDG glyco up: alpha-DG glycosylation activation. Pro5-aDG cells, alpha-DG glycosylation AlphaScreen (IIH6); 0% Pro5, 100% B10-LARGE cell signal. 0.22% of 360,000 active. activation, % at 10 µM;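 active = activation of at least 8% versus controls, or a plate z-score of at least 8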;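 note: Pro5 are CHO cells carrying HIG-tagged alpha-DG that lacks glycosylation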
MC4R ag barr: activates human MC4R beta-arrestin recruitment; P32245; U2OS MC4R beta-arrestin complementation, luminescence; percent of melanotan II response, DMSO zero; activation, % at 8.9 µM; 0.98% of 360,000 active;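 active = activation above a per-plate cutoff, the mean activation of sample wells on that plate plus 3 SD, cut at about 8% in these data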
H9c2 protect: protects H9c2 cardiomyocytes from peroxide injury. H2O2 injury protection, ATPLite, 2 h. protection from H2O2 cell death, % at 20 µM. 0.63% of 360,000 active. AID 588492;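 active = compounds giving at least 50% protection of heart cells from peroxide-induced death in the single-dose screen, raw or plate-pattern-corrected value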;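 note: 0% = DMSO wells with peroxide and 100% = DMSO wells without peroxide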
* hit, by the source's call; · = not tested or not shown.

No.	molecule	PDI inh	N-glyco inh	HTR2A ag	Vif imaging	MC4R antagonist	ABCB6 inh MLPCN	CaV13 FRET inh	aDG glyco up	MC4R ag barr	H9c2 protect
1	COc1ccc(/C=C/C(=O)N(C)C2CCS(=O)(=O)C2)cc1 (centres undefined)	-1	1	0	-2	-2	100	-6	-0.3	-1.3	3
2	Cc1c(NS(=O)(=O)c2ccc3c(c2)Cc2ccccc2-3)c(=O)n(-c2ccccc2)n1C	-5	0	5	5	6	102	-4	-0.1	-3.4	17
3	COc1ccc(C=NC(CO)C(O)c2ccc([N+](=O)[O-])cc2)cc1 (centres undefined)	-1	1	-1	-3	8	100	-5	-0.1	-0.5	7
4	CC1(C)CC(NCc2ccc3c(c2)OCO3)CCO1 (centres undefined)	-1	3	-1	-3	10	94	-4	4.0	-2.8	4
5	CCOC(=O)C1(Cc2ccccc2Cl)CCN(C(=O)c2cc(C)on2)CC1	-11	-3	3	-8	0	93	-2	0.0	-1.1	-2
6	CCc1ccc(OCCCOc2ccc(C=O)cc2)cc1	-4	2	3	-18	10	103	-8	0.0	2.4	-4
7	Cc1oc(C(=O)Nc2ccc(C(=O)O)cc2)cc1COc1ccccc1	-12	2	0	-7	-3	100	-2	-0.1	-2.0	-4
8	COc1ccccc1/C=C1/C(=O)N(c2ccccc2)N=C1C	8	5	-6	23	3	74*	-3	-0.1	-1.9	7
9	CN(C)/C=N/C1=C(C#N)C(c2cccs2)c2ccc3ccccc3c2O1 (centres undefined)	-4	22	2	1	-21	107	-5	0.0	-3.2	-8
10	Cc1ccc(S(=O)(=O)N2CCCOC2CNC(=O)C(=O)NCc2ccco2)cc1 (centres undefined)	-13	1	3	-2	12	99	-6	0.1	-1.3	-1
11	Cc1ccccc1CCN1CCCC(CN(C)C(=O)c2ccc3ncccc3c2)C1 (centres undefined)	3	0	-12	-3	14	98	-19	0.0	0.7	1
12	Cc1cc(C)c(C#N)c(OCC(=O)Nc2ccccc2)n1	5	-1	5	0	15	100	·	-0.2	-0.3	0
13	O=C(NNC(=O)c1cc2ccccc2cc1O)NC1CCCCC1	-1	3	-1	-9	-7	92	-3	0.2	-3.4	-7
14	C[C@@H]1C=C(C(=O)N2CCN(Cc3ccc4c(c3)OCO4)CC2)O[C@H](OCCCCO)C1	5	0	0	-4	14	98	-5	-0.1	-0.7	3
15	O=C(N/N=C/c1ccc(OCC(=O)N2CCCCC2)cc1)c1ccccc1	3	1	0	2	-12	97	-13	-0.2	0.7	3
16	COc1ccc(NC(=O)COc2cccc3c2CCN(Cc2cccnc2)C3=O)c(OC)c1	17	-3	2	-4	12	97	-10	-0.1	-3.2	40
17	O=C1CCN(Cc2ccccc2)C=C1c1ccc2ccccc2c1	-8	-9	-9	-1	5	103	-6	0.0	-1.5	-17
18	Cc1ccc(NC(=O)CN(C)S(=O)(=O)c2cccc3cccnc23)cc1C	·	-1	3	22	-1	96	-7	-0.5	-0.5	4
19	CCNC(=S)N(CCc1c(C)[nH]c2ccccc12)Cc1cc(OC)c(OC)c(OC)c1	26	-1	-1	-21	-3	95	-6	-0.2	0.0	5
20	N=c1c(S(=O)(=O)c2ccc(Br)cc2)cc2c(=O)n3ccccc3nc2n1CCN1CCOCC1	-6	1	3	0	11	100	-3	0.1	-0.9	1
21	COc1cccc(Cn2c(Oc3cccc(C)c3)nc3c2c(=O)n(C)c(=O)n3C)c1	-7	-4	1	0	-12	92	2	1.2	0.3	17
22	Cc1ccc(NC(=O)c2sccc2-n2cccc2)c(Cl)c1	-4	0	-4	6	9	97	6	0.0	4.3	-5
23	Cc1ccc(S(=O)(=O)N2CCN(CC(=O)Nc3ccc4c(c3)CCC4)CC2)cc1C	-2	1	-4	0	0	99	-2	0.4	3.4	-3
24	CCOC(=O)CSc1c(-c2ccc(Cl)cc2)[nH]c2ccccc12	-7	-3	2	3	12	98	-13	-0.3	11*	-13
25	CCCn1c(SCC(=O)N2CCc3ccccc32)n[nH]c1=O	2	1	14	25	-3	100	-5	-0.2	0.3	8

No.	molecule	PDI inh	N-glyco inh	HTR2A ag	Vif imaging	MC4R antagonist	ABCB6 inh MLPCN	CaV13 FRET inh	aDG glyco up	MC4R ag barr	H9c2 protect
26	O=C(c1cc(-c2ccc(Cl)c(Cl)c2)on1)N1CCOCC1	2	-4	7	-3	4	92	-7	0.0	-0.2	0
27	Clc1ccccc1OCCn1cnc2ccccc21	-1	-2	-1	5	-3	101	-9	0.4	-0.4	-14
28	O=C(CN1C(=O)/C(=C/c2ccccc2F)Sc2ccccc21)N1CCN(c2ccccn2)CC1	-7	0	-3	-9	14	104	-2	-0.3	1.1	8
29	COc1ccc(NC(=O)c2cccc(S(=O)(=O)NCc3ccco3)c2)c(OC)c1	1	1	-2	18	6	94	-13	-0.1	-2.0	4
30	COc1ccc(NC(=O)COC(=O)Cc2c(F)cccc2Cl)cc1	0	-1	0	29	8	97	-4	-0.2	0.3	4
31	Cc1c(Cc2ccccc2)c(=O)oc2c(CN(C)C)c(O)c(Cl)cc12	3	1	-5	7	3	93	-1	0.5	-0.8	0
32	O=C(O)COc1ccc(Br)cc1/C=C1/SC(=O)N(CC(=O)N2CCCC2)C1=O	5	-1	5	13	3	96	-5	-0.4	-1.0	-6
33	CC(Sc1nnc(-c2cccnc2)n1C)C(=O)N1CCOCC1 (centres undefined)	2	-1	0	5	0	97	-6	-0.1	-2.6	-5
34	COc1ccc(CCNC(=O)c2nn(C)c3c2CS(=O)(=O)c2ccccc2-3)cc1OC	6	-2	8	-3	6	95	·	-0.3	0.0	10
35	CC(C)C1C(=O)N(Cc2cn(CC3CCCCC3)nn2)CCS(=O)(=O)N1Cc1ccc(-c2ccc(Cl)nc2)cc1 (centres undefined)	-4	-2	1	-1	3	111	-5	0.2	0.0	-13
36	Cc1ccn2c(/C=N/OCc3ccc(F)cc3)c(-c3ccc(Cl)cc3)nc2c1	-1	-5	2	14	4	92	·	0.3	-1.2	-8
37	C/C(=N\O)c1ccc2c(c1)CC(C)O2 (centres undefined)	8	0	-2	4	1	99	-1	-0.2	-3.0	-3
38	COc1ccc(CCc2nnc(N)s2)cc1OC	3	1	4	-3	20	102	-5	-0.1	2.7	1
39	CCOC(=O)C1=C(C)OC(N)=C(C(=O)OCC)C1c1ccncc1 (centres undefined)	11	0	0	-1	13	93	-1	-0.2	0.4	6
40	COC(=O)C1=C(C)N(C)C(=O)NC1c1ccc(C)cc1 (centres undefined)	16	1	7	0	-6	96	-9	-0.2	0.5	5
41	COc1ccc(C)cc1S(=O)(=O)NCC(c1ccc2c(c1)OCO2)N1CCN(C)CC1 (centres undefined)	-1	1	-6	-12	6	103	-4	-0.3	-1.2	-2
42	N#CCC(=O)Nc1ccc(C(=O)NCCC(c2ccccc2)c2ccccc2)cc1	13	2	9	-3	9	94	-3	0.0	-2.7	-9
43	CC1CCCC(N2C(=O)NC(NC(=O)c3ccco3)(C(F)(F)F)C2=O)C1C (centres undefined)	4	-4	3	34	-3	100	-4	-0.1	-0.6	-5
44	COc1ccc(CCNC(=O)c2cc3c(=O)n4ccccc4nc3n(Cc3ccco3)c2=N)cc1OC	-4	-7	-5	2	-33	98	-15	0.0	-4.9	-6
45	COCOCCn1cc(CN2CCS(=O)(=O)N(Cc3ccc(-c4ccc(OC)c(OC)c4)cc3)C(C)C2=O)nn1 (centres undefined)	-3	0	6	-3	15	97	-10	-0.2	1.4	-8
46	CC[C@@]12C(=O)N(c3ccc(C)cc3)C(=O)N1[C@H](c1cccc(C)c1)[C@@H]1C(=O)N(Cc3ccccc3)C(=O)[C@@H]12	-1	0	5	10	4	104	-5	-0.1	1.4	-4
47	CCOc1ccccc1OCCCC(=O)Nc1ccc(OC)nc1	3	2	5	0	3	79	·	0.0	-0.5	-3
48	Cc1csc(SC(C)C(=O)Nc2ccc(S(=O)(=O)N3CCCC3)cc2)n1 (centres undefined)	-2	-6	1	1	5	101	-3	0.0	-1.3	10
49	COc1cc(C(=S)N2CCOCC2)cc(OC)c1OC(=O)c1cc([N+](=O)[O-])cc([N+](=O)[O-])c1	-7	1	4	-2	5	94	·	-0.4	-2.8	6
50	C/C(=N\NC(=O)c1ccc(Br)o1)c1cc2c(cc1NC(=O)CCC(=O)O)OCO2	-6	3	3	-5	-3	90	·	-0.2	-1.6	2

No.	molecule	PDI inh	N-glyco inh	HTR2A ag	Vif imaging	MC4R antagonist	ABCB6 inh MLPCN	CaV13 FRET inh	aDG glyco up	MC4R ag barr	H9c2 protect
51	O=C(Nc1nc(-c2ccc(Br)cc2)cs1)c1cccnc1	7	0	2	-12	2	103	-2	-0.2	-0.2	-2
52	c1cncc(CNc2cccc(-c3nc4ccccc4[nH]3)c2)c1	12	-2	1	-1	-2	95	17	0.4	2.6	-9
53	O=C(Nc1ccccc1N1CCOCC1)c1ccccc1[N+](=O)[O-]	-3	2	0	0	19	95	-9	0.4	-0.2	5
54	CCCCN(CC)CCCNC(=O)c1cc2cc3ccc(C)cc3nc2o1	9	-1	-4	8	8	99	-18	0.0	1.5	7

Structures above that have four or more nitrogen atoms (nine):
No.	molecule	PDI inh	N-glyco inh	HTR2A ag	Vif imaging	MC4R antagonist	ABCB6 inh MLPCN	CaV13 FRET inh	aDG glyco up	MC4R ag barr	H9c2 protect
20	N=c1c(S(=O)(=O)c2ccc(Br)cc2)cc2c(=O)n3ccccc3nc2n1CCN1CCOCC1	-6	1	3	0	11	100	-3	0.1	-0.9	1
21	COc1cccc(Cn2c(Oc3cccc(C)c3)nc3c2c(=O)n(C)c(=O)n3C)c1	-7	-4	1	0	-12	92	2	1.2	0.3	17
25	CCCn1c(SCC(=O)N2CCc3ccccc32)n[nH]c1=O	2	1	14	25	-3	100	-5	-0.2	0.3	8
28	O=C(CN1C(=O)/C(=C/c2ccccc2F)Sc2ccccc21)N1CCN(c2ccccn2)CC1	-7	0	-3	-9	14	104	-2	-0.3	1.1	8
33	CC(Sc1nnc(-c2cccnc2)n1C)C(=O)N1CCOCC1 (centres undefined)	2	-1	0	5	0	97	-6	-0.1	-2.6	-5
35	CC(C)C1C(=O)N(Cc2cn(CC3CCCCC3)nn2)CCS(=O)(=O)N1Cc1ccc(-c2ccc(Cl)nc2)cc1 (centres undefined)	-4	-2	1	-1	3	111	-5	0.2	0.0	-13
44	COc1ccc(CCNC(=O)c2cc3c(=O)n4ccccc4nc3n(Cc3ccco3)c2=N)cc1OC	-4	-7	-5	2	-33	98	-15	0.0	-4.9	-6
45	COCOCCn1cc(CN2CCS(=O)(=O)N(Cc3ccc(-c4ccc(OC)c(OC)c4)cc3)C(C)C2=O)nn1 (centres undefined)	-3	0	6	-3	15	97	-10	-0.2	1.4	-8
52	c1cncc(CNc2cccc(-c3nc4ccccc4[nH]3)c2)c1	12	-2	1	-1	-2	95	17	0.4	2.6	-9
